DNA FID counter: counter-screen for HCV NS3 helicase inhibitors: DNA intercalator displacement | 290,000 compounds, 0.17% hits | inhibition, % at 7.9 µM | DNA fluorescent intercalator displacement, fluorescence; in the data active = inhibition above about 37%;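 note: 0% = vehicle and 100% = reference compound; higher means more ethidium bromide displaced from hairpin DNA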
PHOSPHO1 block: inhibitors of human PHOSPHO1 phosphatase. AID 1565. 290,000 compounds, 1.1% hits. recombinant PHOSPHO1, absorbance phosphatase assay. Q8TCT1. inhibition, % at 13.3 µM; in the data active = inhibition above about 60%
VIM-2 inh: inhibitors of Pseudomonas aeruginosa VIM-2 metallo-beta-lactamase. purified VIM-2, nitrocefin hydrolysis, epi-absorbance fluorescence. inhibition, % at 5.6 µM. 290,000 compounds, 0.89% hits;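 active = inhibition above the mean of all tested compounds plus 3 SD, cutoff set per screening run, cut at about 7.5% in these data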;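 note: red hydrolysis product quenches plate fluorescence so inhibitors raise well fluorescence; 0% = enzyme with DMSO and 100% = DMSO without enzyme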
IMP-1 inh: blocks Pseudomonas aeruginosa IMP-1 metallo-beta-lactamase | 290,000 compounds, 0.45% hits | inhibition, % at 5.6 µM | purified IMP-1, nitrocefin hydrolysis, epi-absorbance fluorescence;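 active = inhibition above the mean plus 3 SD of all compounds in the same screening run, cut at about 4.5% in these data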;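 note: 0% = IMP-1 with DMSO and 100% = DMSO wells lacking enzyme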
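Material – recombinant IMP-1 enzyme, purified · Amount – IMP-1 0.2 nM before substrate addition · Medium – HEPES buffer pH 7.1 with ZnSO4 and Brij 35 · Timing – 25 °C, 15 min preincubation, 25 min reaction · Measured by – plate fluorescence quenching by hydrolysis product, ex 480/em 530 nm · Read-out – percent enzyme inhibition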
MEKK3 PB1 HTS: modulators (inhibitors or enhancers) of MEK5 binding to human MEKK3 PB1 domain; Q99759; bead-based flow cytometry, Alexa488-MEK5 binding to MEKK3; actives lie on both sides; 0 = blocked by unlabeled MEK5, 100 = vehicle; binding response (% of control), % at 10 µM; 290,000 compounds, 1.4% hits; AID 1529;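 active = binding response more than 3 SD above or below the average of its plate-row segment, actives on both sides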;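 note: Alexa488 bead fluorescence after subtracting the streptavidin-only scavenger bead signal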
pCIP destab: compounds decreasing mouse p/CIP protein stability. Q05BA5. F442A p/CIP-EGFP cells, EGFP fluorescence, 16 h. decrease of EGFP signal, % at 10 µM. 290,000 compounds, 0.01% hits;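 active = EGFP signal decrease of at least 30% at 10 µM or well 3 SD below plate mean, unless failing retest; inactive = the rest, including hits failing retest or dose response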; note: some compounds called inactive have numbers as strong as hits; many of its hits are not listed in these tables
SUMO HTRF inh: blocks human SUMOylation mediated by UBC9; P63279; HTRF SUMOylation assay, SAE1/SAE2 + UBC9, in vitro; inhibition, % at 35 µM; 290,000 compounds, 0.36% hits; in the data active = inhibition above about 50%, passing the limit was not always enough; note: strong numbers were not always called active
IDE act: activators of human insulin-degrading enzyme in cells. HEK cells, FAbeta-B cleavage, fluorescence polarization; 0% vehicle, 100% cell-free pure enzyme wells. activation, % at 5.96 µM. 340,000 compounds, 0.073% hits. AID 493087;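 active = activation above the mean of all tested compounds plus 3 SD, set per screening campaign, cut at about 17% in these data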
Target sequence (P14735 whole entry, looked up): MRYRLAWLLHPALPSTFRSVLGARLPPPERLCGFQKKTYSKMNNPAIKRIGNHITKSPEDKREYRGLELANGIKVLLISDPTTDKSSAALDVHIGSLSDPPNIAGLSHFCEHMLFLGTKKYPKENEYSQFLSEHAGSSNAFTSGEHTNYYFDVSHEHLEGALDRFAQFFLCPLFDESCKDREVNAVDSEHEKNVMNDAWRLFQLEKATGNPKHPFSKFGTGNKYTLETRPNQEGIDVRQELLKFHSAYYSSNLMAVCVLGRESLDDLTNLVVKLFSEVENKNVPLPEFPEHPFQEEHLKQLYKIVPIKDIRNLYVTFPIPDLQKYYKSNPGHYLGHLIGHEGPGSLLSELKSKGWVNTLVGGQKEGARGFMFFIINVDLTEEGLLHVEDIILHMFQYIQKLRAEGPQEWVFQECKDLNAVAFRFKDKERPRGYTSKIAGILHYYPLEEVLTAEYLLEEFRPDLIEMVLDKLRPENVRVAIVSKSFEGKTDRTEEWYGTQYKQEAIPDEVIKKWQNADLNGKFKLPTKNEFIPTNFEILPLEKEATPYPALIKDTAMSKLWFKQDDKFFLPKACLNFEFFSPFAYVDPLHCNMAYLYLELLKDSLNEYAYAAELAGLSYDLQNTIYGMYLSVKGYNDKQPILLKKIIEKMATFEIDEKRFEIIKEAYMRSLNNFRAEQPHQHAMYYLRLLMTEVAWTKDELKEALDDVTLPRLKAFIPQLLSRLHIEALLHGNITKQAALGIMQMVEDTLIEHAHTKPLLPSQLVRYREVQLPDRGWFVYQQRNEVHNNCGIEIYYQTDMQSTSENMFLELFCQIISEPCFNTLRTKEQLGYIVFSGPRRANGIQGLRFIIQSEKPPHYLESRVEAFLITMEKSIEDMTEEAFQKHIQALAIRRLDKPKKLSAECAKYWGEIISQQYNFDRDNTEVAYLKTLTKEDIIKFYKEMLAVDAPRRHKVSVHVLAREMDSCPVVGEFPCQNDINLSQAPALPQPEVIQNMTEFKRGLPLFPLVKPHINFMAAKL
HCV NS3 hel inh: inhibitors of Hepatitis C virus NS3 helicase | NS3 helicase DNA unwinding, Cy5 molecular beacon fluorescence | inhibition, % at 10.9 µM | 290,000 compounds, 0.56% hits | AID 1800;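 active = inhibition above the mean of all tested compounds plus 3 SD, set per campaign, cut at about 35% in these data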;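 note: 0% = DMSO wells and 100% = thioflavine S control wells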
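Measured by: Cy5 fluorescence, 0 and 60 min reads / Assay system: NS3 helicase fragment of HCV / Control set: low DMSO, high thioflavine S at 110 µM / Times: 1 h reaction at 25 °C, ATP-initiated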
The depositor's hits bear a star; x = not tested or not shown. A portion of the library, so the mix of outcomes need not match the whole.

SMILES | DNA FID counter | PHOSPHO1 block | VIM-2 inh | IMP-1 inh | MEKK3 PB1 HTS | pCIP destab | SUMO HTRF inh | IDE act | HCV NS3 hel inh
Cc1ccc(-c2nnn(CC(=O)NCCc3ccc4c(c3)OCO4)n2)o1 | -4 | -12 | -3.4 | -3.2 | 106 | -3 | 19 | 3 | 2
O=C(COc1ccc(S(=O)(=O)N2CCCCC2)cc1)N1CCCCCC1 | -23 | -18 | -4.9 | -2.5 | 118 | -7 | 10 | 3 | -1
CCS(=O)(=O)Nc1cc(OC)c(OC)cc1Cc1nccc2cc(OC)c(OC)cc12 | -4 | 5 | -2.7 | -4.1 | 97 | 0 | 6 | 4 | 5
COC(=O)C1SCC2C(=O)N(Cc3ccc(Cl)cc3)CC(=O)N21 (configuration not stated) | -5 | -4 | -1.1 | -3.0 | 115 | -5 | -8 | -5 | 4
COc1ccc(Br)cc1S(=O)(=O)N1CC(C)OC(C)C1 (configuration not stated) | -5 | 14 | -2.2 | -3.6 | 96 | -9 | 9 | 4 | -2
CCCn1c(=O)[nH]c(=O)c2c1nc(-c1ccc(OC(F)(F)C(F)C(F)(F)F)cc1)n2CCOC (configuration not stated) | -13 | 2 | -4.5 | -3.8 | 100 | -4 | 3 | 5 | 4
COc1ccc(/C=C/c2nc3cc(-c4ccccc4)ccc3o2)cc1O | -11 | -9 | -2.2 | -1.8 | 105 | -8 | -10 | 0 | -19
Cc1ccc2cc(CN(CC3CCCO3)S(=O)(=O)c3c(C)ccc4nsnc34)c(=O)[nH]c2c1 (configuration not stated) | -4 | -8 | -0.8 | -1.4 | 101 | -12 | 17 | 2 | 3
O=C(NCc1cccnc1)C1CCC(CNS(=O)(=O)c2ccc(Cl)cc2)CC1 (configuration not stated) | -7 | 28 | -0.3 | -0.5 | 94 | 0 | 7 | 5 | -14
Cc1csc(NC(=O)c2cc(-c3ccncc3)nc3ccccc23)n1 | -12 | 11 | 2.1 | -0.1 | 78 | -9 | 21 | 2 | 10
O=C(NCCOc1ccccc1Cl)c1cc(F)c(F)cc1Cl | -13 | -3 | -1.7 | 0.7 | 104 | 2 | 18 | -3 | -3
Cc1ccc2nc(-c3ccc(NC(=O)CCN4C(=O)c5ccccc5C4=O)cc3)sc2c1 | 4 | -5 | -2.9 | -3.8 | 100 | -9 | 9 | 4 | -3
CCOC(=O)C1=C(c2ccccc2)NC(=S)NC1c1ccc(Cl)c([N+](=O)[O-])c1 (configuration not stated) | -12 | 5 | -1.3 | -3.2 | 95 | 3 | 14 | x | 2
CC(=O)c1c(C)nc2ccccn12 | 6 | 7 | -1.3 | -2.7 | x | -14 | 14 | 8 | 9
COc1ccccc1NC(=O)Nc1ccnn1C1CCCCC1 | -9 | 3 | -3.3 | -2.9 | 105 | -13 | 0 | 4 | 8
O=C(CNC(=O)c1ccc(Br)o1)NCc1ccc2c(c1)OCO2 | -6 | -2 | -1.1 | -2.3 | 102 | -17 | 17 | -3 | 5
COc1ccc(C2=NS(=O)(=O)N(C)C(C(=O)Nc3ccc(F)cc3F)=C2)cc1 | -6 | 28 | -2.3 | -2.1 | 99 | -3 | 2 | 3 | -12
CCOC(=O)C1C(=O)C=C(c2ccc(C)cc2)CC1c1cccc([N+](=O)[O-])c1 (configuration not stated) | -18 | -9 | -3.2 | -3.3 | 105 | -6 | 13 | -1 | -12
O=C(COc1cc(Cl)c(Cl)cc1Cl)NC(=O)Nc1ccc2c(c1)OCCO2 | 1 | -17 | -0.3 | -1.9 | 103 | -1 | -7 | 1 | 8
CN(c1ccccc1)S(=O)(=O)c1cccc(C(=O)Nc2nn[nH]n2)c1 | -8 | 41 | -2.7 | -1.4 | 58 | 12 | 2 | 3 | 16
Cc1cccn2c(N)c(-c3ccccc3)nc12 | 1 | x | -1.1 | -0.6 | 96 | x | x | 7 | -6
CC1CCCCC1NC(=O)COC(=O)c1ccc2ccccc2n1 (configuration not stated) | -10 | 20 | -3.0 | -1.5 | 61 | -12 | 8 | 1 | -2
O=c1c2ccccc2nc(-c2ccc(F)cc2)n1NCc1ccccc1O | -7 | 1 | -2.0 | -2.1 | 107 | -6 | 3 | -6 | -6
O=C(C(=O)N1CC=C(c2ccccc2)CC1)c1c[nH]c2ccccc12 | -13 | 3 | -1.6 | -1.5 | 108 | -2 | 1 | -9 | -13
CCN1CCN(c2nc(Nc3ccc(OC)cc3)nc(N)c2[N+](=O)[O-])CC1 | 6 | 21 | -3.9 | -2.0 | 99 | 1 | -5 | x | 14
O=C(CCSc1ccc(Br)cc1)c1ccc(O)cc1 | 1 | 16 | -2.7 | -3.6 | 91 | 0 | -22 | 1 | 5
CCCCNc1cc(=O)n(C)c(=O)[nH]1 | -1 | -9 | -3.0 | -5.8 | 97 | -16 | 14 | 3 | -5
COc1ccccc1CN(C)C(=O)c1cc(C)nc2ccccc12 | -26 | 19 | -0.1 | -2.5 | 98 | -4 | -3 | 1 | -4
CCOC(=O)C(NC(=O)c1ccc(OC)cc1)(Nc1cc(C)on1)C(F)(F)F (configuration not stated) | -4 | -3 | 0.4 | -2.2 | 101 | 2 | 1 | -2 | -29
CCCCSc1nnc(NC(=O)CCc2ccccc2)s1 | -10 | 26 | -3.8 | -1.7 | 102 | -12 | 9 | -1 | -5

Two entries drawn at random from the list so far, as already listed:
SMILES | DNA FID counter | PHOSPHO1 block | VIM-2 inh | IMP-1 inh | MEKK3 PB1 HTS | pCIP destab | SUMO HTRF inh | IDE act | HCV NS3 hel inh
CCOC(=O)C1C(=O)C=C(c2ccc(C)cc2)CC1c1cccc([N+](=O)[O-])c1 (configuration not stated) | -18 | -9 | -3.2 | -3.3 | 105 | -6 | 13 | -1 | -12
CC1CCCCC1NC(=O)COC(=O)c1ccc2ccccc2n1 (configuration not stated) | -10 | 20 | -3.0 | -1.5 | 61 | -12 | 8 | 1 | -2

(cont.)
SMILES | DNA FID counter | PHOSPHO1 block | VIM-2 inh | IMP-1 inh | MEKK3 PB1 HTS | pCIP destab | SUMO HTRF inh | IDE act | HCV NS3 hel inh
CCC(=O)NNc1cccc(Cl)n1 | -3 | 15 | -0.8 | -1.9 | x | 2 | -3 | 5 | -6
CCCc1nc2ccccc2c(=O)n1-c1ccc(C(=O)OCC)cc1 | -2 | 3 | -0.1 | -2.3 | 99 | 0 | -5 | -1 | 3
O=S(=O)(Nc1ccc(-c2nc3cccnc3s2)cc1)c1cccs1 | -2 | 40 | 0.5 | -3.6 | 98 | 2 | 5 | 11 | 4
COc1ccccc1C(=O)NNC(=O)c1cccc([N+](=O)[O-])c1 | 1 | 16 | -1.6 | -3.9 | 95 | 0 | -2 | 1 | -6
COc1ccc(C(=O)NC(=S)NNC(=O)c2ccc(O)cc2)cc1[N+](=O)[O-] | -6 | -131 | -1.5 | -5.8 | 98 | 3 | 7 | 3 | 8
Cc1[nH]n(C(N)=S)c(=O)c1N=Nc1cc(-c2ccc(Br)cc2)[nH]n1 | 6 | 4 | -4.8 | -4.3 | 107 | -2 | 0 | x | 6
Cc1ccc(CSC(Nc2ccc(F)cc2)=C(C#N)C#N)cc1 | -6 | 13 | -5.5 | 0.4 | 103 | -19 | 0 | 8 | 5
CCN1CCN(C(=O)c2ccc(COc3cccc(Cl)c3)o2)CC1 | -4 | -24 | -2.3 | -1.6 | 101 | -1 | 23 | 2 | -9
O=C(CSc1nc(O)c(-c2ccccc2)c(=O)[nH]1)N1CCOCC1 | 3 | 8 | -0.1 | -5.0 | 106 | 15 | -1 | 3 | -5
FC(F)Oc1ccc(NC(=S)NCC2COc3ccccc3O2)cc1 (configuration not stated) | 2 | -12 | -4.3 | -1.4 | 98 | -2 | -6 | -1 | -3
Nc1ccc(S(=O)(=O)Nc2ccccn2)cc1 | 4 | 4 | -0.8 | -0.6 | 68 | -2 | -9 | 3 | 5
CCc1c(C(=O)O)[nH]c2ccc(Br)cc12 | 4 | 40 | -2.2 | -3.0 | 100 | 0 | 0 | 0 | 14
CCOc1ccc(S(=O)(=O)NCCC2=CCCCC2)c2ccccc12 | -13 | -10 | -2.8 | -1.8 | 106 | 3 | -31 | 7 | -7
CCOC(=O)c1cc(-c2ccccc2)n(CC2CC(c3ccc(OC)cc3)=NO2)n1 (configuration not stated) | -38 | 20 | -2.2 | -2.9 | 101 | -13 | -23 | 2 | -11
CCN(CC1CCCO1)C(=O)CCc1nnc(CCc2ccccc2OC)o1 (configuration not stated) | -36 | 18 | -2.3 | -1.7 | 97 | -7 | -4 | 3 | -1
Nc1ccc(C(=O)NCCCCCCNC(=O)c2ccc(N)cc2)cc1 | 0 | 15 | -2.4 | -1.9 | 96 | 4 | 2 | 4 | -4
CCCCCc1c(O)nc(SCCN(CC)CC)[nH]c1=O | 2 | 32 | -4.2 | -3.2 | 111 | 0 | 7 | 8 | 6
COc1ccc2c(c1)O[C@@H](c1cccc(C(F)(F)F)c1)[C@H](OC(=O)Nc1ccc(OC(F)F)cc1)C2=O | -9 | 4 | -3.4 | -4.5 | 109 | -3 | -23 | x | -4
CCC(=O)N1CCc2cc(Br)cc(S(=O)(=O)NCc3ccccc3OC)c21 | -27 | 19 | -2.6 | -3.0 | 102 | -17 | 15 | 0 | 9
Cn1cc(S(=O)(=O)N2CCN(c3cccc(C(F)(F)F)c3)CC2)c(=O)n(C)c1=O | -7 | -11 | -1.7 | -4.0 | 106 | -3 | -13 | -1 | -1
CCCn1c(N)c(NCCN2CCOCC2)c(=O)n(CC(=O)NCc2ccccc2)c1=O | 10 | -10 | -0.3 | -0.1 | 77 | 19 | 11 | 4 | -11
CSCCC(NC(=O)c1ccccc1)C(=O)NCc1ccco1 (configuration not stated) | -3 | 25 | -3.0 | -4.9 | 101 | -7 | 31 | 4 | 1
O=C(CSc1nn(-c2ccc(F)cc2)c(=S)s1)NC1CCS(=O)(=O)C1 (configuration not stated) | 1 | -5 | -2.0 | -0.5 | 103 | 1 | -16 | -7 | -2
Cc1ccc(NC(=O)CN2C(=O)S/C(=C/c3ccncc3)C2=O)cc1 | 0 | 18 | -3.6 | -2.6 | 101 | -10 | 9 | -4 | 4

Full records, looked up by structure. Values in the order: DNA FID counter, PHOSPHO1 block, VIM-2 inh, IMP-1 inh, MEKK3 PB1 HTS, pCIP destab, SUMO HTRF inh, IDE act, HCV NS3 hel inh
`O=C(CSc1nn(-c2ccc(F)cc2)c(=S)s1)NC1CCS(=O)(=O)C1` (configuration not stated) as listed: 1, -5, -2.0, -0.5, 103, 1, -16, -7, -2
`Cc1ccc(NC(=O)CN2C(=O)S/C(=C/c3ccncc3)C2=O)cc1` as listed: 0, 18, -3.6, -2.6, 101, -10, 9, -4, 4
`CSCCC(NC(=O)c1ccccc1)C(=O)NCc1ccco1` (configuration not stated) as listed: -3, 25, -3.0, -4.9, 101, -7, 31, 4, 1
